# RGS4 inh = blocks human RGS4-accelerated GTP hydrolysis; P49798; Transcreener GDP fluorescence polarization, RGS4-accelerated GTP hydrolysis; Potency, µM (series often up to 114 µM), for the others: at the top dose activity change, negative = inhibition, most hits filed as inhibitors; 390,000 tested, 0.039% active; AID 504845; note: % is set by controls: 0 for no effect and ±100 for the full control effect; nearly all actives have a fitted effect of over 75% in size; some results filed as inactive show a strong effect at the top dose
# Target sequence (P49798 whole entry, looked up): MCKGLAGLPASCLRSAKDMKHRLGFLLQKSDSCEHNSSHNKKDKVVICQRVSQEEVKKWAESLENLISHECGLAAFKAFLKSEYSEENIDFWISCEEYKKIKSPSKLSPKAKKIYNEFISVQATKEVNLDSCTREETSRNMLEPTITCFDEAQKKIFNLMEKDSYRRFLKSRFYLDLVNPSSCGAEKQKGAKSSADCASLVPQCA
#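 MLSMR compounds (23 nl, pin-transferred) preincubated 10 min at room temperature with a 500nM (2x) first reagent, then RGS4 at 900nM (2x) plus Transcreener GDP mix added; fluorescence polarization (620/688 nm) read before and after 90 min at 30 °C.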
# ALOX12 inh = blocks human arachidonate 12S-lipoxygenase. purified 12hLO, xylenol orange hydroperoxide absorbance. 580,000 tested, 1.1% active. Potency, µM (series often up to 108 µM), for the others: at the highest dose activity change, negative = inhibition, actives largely listed as inhibitors. P18054; note: % is set by controls: 0 for no effect and ±100 for the full control effect
# Target sequence (P18054 whole entry, looked up): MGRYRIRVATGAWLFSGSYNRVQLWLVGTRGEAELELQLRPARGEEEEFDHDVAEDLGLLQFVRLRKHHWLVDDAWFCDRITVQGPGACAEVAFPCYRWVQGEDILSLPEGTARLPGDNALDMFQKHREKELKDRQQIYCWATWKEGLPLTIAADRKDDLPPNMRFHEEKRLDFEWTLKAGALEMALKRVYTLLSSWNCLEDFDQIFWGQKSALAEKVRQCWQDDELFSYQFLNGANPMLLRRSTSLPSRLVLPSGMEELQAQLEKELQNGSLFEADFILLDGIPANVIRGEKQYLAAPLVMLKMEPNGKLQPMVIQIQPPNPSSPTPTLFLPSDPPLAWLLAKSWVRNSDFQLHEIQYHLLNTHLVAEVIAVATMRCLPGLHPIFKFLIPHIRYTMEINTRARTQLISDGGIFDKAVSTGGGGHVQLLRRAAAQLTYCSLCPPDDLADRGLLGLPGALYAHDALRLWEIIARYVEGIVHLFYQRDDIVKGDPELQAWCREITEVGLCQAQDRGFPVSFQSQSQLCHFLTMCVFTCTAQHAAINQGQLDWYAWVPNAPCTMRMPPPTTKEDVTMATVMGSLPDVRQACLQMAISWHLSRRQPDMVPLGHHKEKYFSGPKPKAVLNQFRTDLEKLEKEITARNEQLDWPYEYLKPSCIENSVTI
#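 Hydroperoxide product was detected by ferrous iron/xylenol orange as the 573 to 405 nm absorbance ratio. Arachidonic acid at 40 uM (final) was turned over for 30 min at room temperature by 150 nM human 12hLO, pH 7.0 Hepes buffer, after 15 min compound preincubation.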
# TrxR1 substrate = substrates of rat thioredoxin reductase 1; 390,000 tested, 0.01% active; Potency, µM (doses to about 114 µM), inactives show at the highest dose activity change, negative = substrate turnover; AID 588456; O89049; purified TrxR1 substrate turnover, NADPH consumption readout; note: % is set by controls: 0 for no effect and ±100 for the full control effect; nearly all actives have a fitted effect of over 50% in size
#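 Rat TrxR1, dispensed at 90 nM, was prereduced with 400 uM NADPH (final) for 5 min at ~22 deg C, then incubated with compound 15 min before 400 uM selenite. A first-read NADPH fluorescence drop versus no-compound background flagged substrates.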
# RXFP1 ag = activates the human relaxin receptor RXFP1. Q9HBX9. HEK293T-RXFP1 cAMP TR-FRET, 30 min; response scale: percent of porcine relaxin response, buffer zero. AID 2676. Potency, µM (series often up to 57.5 µM), for the others: top-dose activation, usual class: activators. 370,000 tested, 0.3% active; note: % is set by controls: 0 for no effect and ±100 for the full control effect; nearly all actives have a fitted effect of over 60% in size; many of its hits are not listed in these tables
#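 Agonist response is measured as cAMP accumulation in an RXFP1-transfected HEK293T line under PDE4 inhibition. Values are scaled between buffer-only and 29 nM porcine relaxin, and EC50s come from standard Hill equation fits.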
# rTrxR1 inhibitor = inhibitors of rat thioredoxin reductase 1 | recombinant rTrxR1, NADPH fluorescence consumption, selenite substrate | Potency, µM (series often up to 114 µM), for the others: top-dose activity change, negative = inhibition, usual class: inhibitors | O89049 | 390,000 tested, 1% active; note: % is set by controls: 0 for no effect and ±100 for the full control effect; nearly all actives have a fitted effect of over 65% in size
#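 Rat TrxR1 (90 nM in the dispensed reagent) was pre-reduced with 400 uM NADPH for 5 min at room temperature, then incubated with compound for 15 min. After 400 uM selenite was added, NADPH fluorescence (Ex 340/Em 450 nm) was followed for 8 min.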
# USP1 inh = USP1/UAF1 (human) deubiquitinase inhibition. O94782. recombinant USP1/UAF1, Ub-Rhodamine cleavage fluorescence. Potency, µM (highest dose often 57.1 µM), without a hit: top-dose activity change, negative = inhibition, most hits filed as inhibitors. 390,000 tested, 0.23% active. AID 743255; note: % is set by controls: 0 for no effect and ±100 for the full control effect; nearly all actives have a fitted effect of over 60% in size; inactives centre near -12
#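 USP1/UAF1 complex at 1 nM was preincubated with compound for 15 min at room temperature, then Ub-Rho substrate (150nM final) was added. Fluorescence (480/540 nm) was read kinetically, 6 reads every 60 seconds.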
# IDH1 R132H inh = human IDH1 R132H inhibition; O75874; IDH1-R132H enzyme, NADPH consumption, diaphorase/resazurin fluorescence; Potency, µM (doses to about 76.6 µM), inactives show at the top dose activity change, negative = inhibition, actives largely listed as inhibitors; 390,000 tested, 0.093% active; note: % is set by controls: 0 for no effect and ±100 for the full control effect; nearly all actives have a fitted effect of over 65% in size
#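 IDH1-R132H (0.5 ug/mL dispensed) in pH 7.5 Tris buffer was preincubated 30 min with compound, then given a substrate mix of 0.016 mM NADPH and 2 mM alpha-KG for 80 min at room temperature; remaining NADPH was read by diaphorase/resazurin fluorescence.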
# Vif-APOBEC3G blk = Vif-A3G binding inhibition. 410,000 tested, 0.076% active. HeLa A3G-eYFP + Vif (tagged APOBEC3G with the HIV-1 protein that degrades it), YFP fluorescence, overnight. Potency, µM (highest dose often 46.1 µM), inactives show top-dose activity, negative = active, usual class: inhibitors;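 note: % is set by controls: 0 for no effect and ±100 for the full control effect; nearly all actives have a fitted effect of over 60% in size; hits raise eYFP signal because A3G escapes Vif-driven loss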
#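 Read-out is eYFP fluorescence (Ex 488/Em 500-530) from Vif-expressing HeLa A3G-eYFP cells; more signal means A3G escaped Vif-mediated degradation. Cells plated overnight, compound pinned in, incubated overnight at 37 deg C.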
# Vif-A3F inh = Vif-A3F binding inhibition; Potency, µM (doses to about 46.1 µM), for the others: at the highest dose activity, negative = active; AID 602313; HeLa A3F-eYFP + Vif (tagged APOBEC3F with the HIV-1 protein that degrades it), YFP fluorescence increase; 390,000 tested, 0.2% active; note: % of control where 0% means no effect; nearly all actives have a fitted effect of over 65% in size
#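 HeLa cells stably expressing Vif plus C-terminally eYFP-tagged A3F were seeded, incubated overnight at 37 deg C, dosed with compound, incubated overnight again at 37 deg C. Yellow fluorescence (Ex 488/Em 500-530) reported blocked Vif-mediated A3F-eYFP degradation.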
# The depositor's hits bear a star; ? = inconclusive; / = not tested or not shown; & = joins results of further samples; [ ] = another dose, or the depositor's remark. Calls come from the whole dose curve; as a rule, active = well fitted curve in the direction sought with a large enough effect; inconclusive = small, poorly fitted or top-dose-only effect, or another doubt; inactive = no such curve, though single readings can be large; an effect the other way counts as inactive or inconclusive. Potency is the fitted concentration of half-maximal effect. These rows are one share of the data. The share of hits here may be higher or lower than overall.
entry	mol	RGS4 inh	ALOX12 inh	TrxR1 substrate	RXFP1 ag	rTrxR1 inhibitor	USP1 inh	IDH1 R132H inh	Vif-APOBEC3G blk	Vif-A3F inh
1	Cc1ccc(N(C(C)C(=O)Nc2ccc(S(=O)(=O)N3CCOCC3)cc2)S(C)(=O)=O)cc1 (configuration not stated)	6%	20%	-1%	-1.7%	-5%[57.1 µM]	7%	8%	-1%	-3%
2	Cc1sc(NC(=O)C2CC(=O)N(Cc3ccco3)C2)nc1-c1ccccc1 (configuration not stated)	/	?	/	/	/	3%	7%	1%	0%
3	O=C(COC(=O)Cc1ccc(F)cc1)NC1CCCCCC1	-5%	2%	2%	-0.2%	7%	-5%	9%	-2%	?
4	O=C(Cn1cc(C(=O)c2ccco2)c2ccccc21)NCc1ccco1	-42%	-23%	-2%[57.1 µM]	3.2%	?	-4%	-6%	0%	4%
5	COc1ccccc1CNC(=O)c1ccc(-c2nc(CS(=O)c3ccccc3)c(C)o2)cc1 (configuration not stated)	-16%	-20%	-1%	1.6%	-18%	-13%	0%	1%	5%
6	COC(=O)CCC(=O)Nc1nccs1	7%	-5%	7%[57.1 µM]	0.6%	28%[57.1 µM]	-15%	-4%	2%	3%
7	Cn1cc(CN2CCC(C(=O)Nc3cccc(-c4cccc(F)c4)c3)CC2)cn1	12%	?	3%	-0.4%	10%	-8%	-13%	6%	-26%
8	COC(=O)[C@]1(Cc2ccccc2)N[C@H](CN(C)S(=O)(=O)c2ccc(-c3ccccc3)cc2)[C@@H]2C(=O)N(C)C(=O)[C@@H]21	10%	0%	-6%	/	12%	-21%	-3%	2%	6%
9	O=C(Nc1nnc(-c2ccc3c(c2)OCCO3)o1)C1CCCCC1	0%	3%	11%[57.1 µM]	5.0%	15%[57.1 µM]	-6%	1%	4%	-13%
10	c1ccc2c(CN3CCOCC3)c3ccccc3c(CN3CCOCC3)c2c1	-6%	-13%	10%	-1.4%	-3%	-7%	-3%	-1%	-6%
11	C=CCN1C(=O)OC2(CCCCC2)C1(C)O (configuration not stated)	-14%	-2%	-13%	-0.2%	-10%	-4%	4%	-4%	5%
12	COc1ccccc1NC(=O)C(C)Nc1ccc(C)c(Cl)c1 (configuration not stated)	41%	-4%	-11%	1.3%	12%[57.1 µM]	?	3%	0%	10%
13	c1cncc(CSc2ccc(-c3cccs3)nn2)c1	12%	5%	3%[57.1 µM]	17%	24%[57.1 µM]	-6%	3%	2%	5%
14	CCN1C(=O)/C(=C\C=C2/C=CC=CN2CC)SC1=S	?	?	-12%	-1.6%	?	?	9%	-1%	?
15	CC(C)c1ccc(OCC(O)CN2CCN(c3ccccn3)CC2)cc1 (configuration not stated)	41%	?	1%	-0.1%	36%[activator]	-6%	-6%	2%	0%
16	COc1ccc(CNC(=O)C/C(C)=N/NC(=O)c2ccc(OC)cc2OC)cc1	24%	-10%	9%[57.1 µM]	-0.8%	16%[57.1 µM]	-27%	-1%	0%	-7%
17	Cc1cccc(NCc2nc(SCC(=O)Nc3ccccc3)n[nH]2)c1	-1%	141%[activator]	6%[57.1 µM]	-2.1%	17%[57.1 µM]	4%	7%	0%	5%
18	Cn1c(=O)cc(SCC(=O)NCCCN2CCN(c3ccc(F)cc3)CC2)c2ccccc21	-2%[56.9 µM]	-30%	-11%	10%	-10%	-4%	0%	-1%	-9%
19	CCc1c(Cl)nc(N)nc1Nc1ccccc1C	-8%	1%	-19%	/	-22%	-3%	1%	-6%	2%
20	CCc1ccc(CNC(=O)c2nn(-c3ccc(C)c(C)c3)nc2CO)cc1	17%	-2%	19%	4.2%	23%	-29%	9%	6%	0%

# Continued (4 carried over from the part before).
entry	mol	RGS4 inh	ALOX12 inh	TrxR1 substrate	RXFP1 ag	rTrxR1 inhibitor	USP1 inh	IDH1 R132H inh	Vif-APOBEC3G blk	Vif-A3F inh
17	Cc1cccc(NCc2nc(SCC(=O)Nc3ccccc3)n[nH]2)c1	-1%	141%[activator]	6%[57.1 µM]	-2.1%	17%[57.1 µM]	4%	7%	0%	5%
18	Cn1c(=O)cc(SCC(=O)NCCCN2CCN(c3ccc(F)cc3)CC2)c2ccccc21	-2%[56.9 µM]	-30%	-11%	10%	-10%	-4%	0%	-1%	-9%
19	CCc1c(Cl)nc(N)nc1Nc1ccccc1C	-8%	1%	-19%	/	-22%	-3%	1%	-6%	2%
20	CCc1ccc(CNC(=O)c2nn(-c3ccc(C)c(C)c3)nc2CO)cc1	17%	-2%	19%	4.2%	23%	-29%	9%	6%	0%
21	Cc1ccc(-c2csc3ncnc(Nc4ccc(C(=O)O)cc4)c23)cc1	0%&9%	?	-8%&-14%	0.7%&1.6%	-11%&-17%	-5%&-16%	-17%&19%	3%&0%	-18%&5%
22	COc1ccccc1OCC(=O)c1[nH]c(C)c(C(C)=O)c1C	-27%	-15%	7%[57.1 µM]	-2.8%	7%[57.1 µM]	-14%	2%	1%	-2%
23	Cc1cc(C(=O)NCc2ccccc2Cl)c2c(C)nn(-c3ccccc3)c2n1	-21%	-6%	44%[activator]	-2.5%	9%	-8%	-10%	2%	8%
24	CC(NC(=O)OCc1ccccc1)C(=O)NCC1CCCO1 (configuration not stated)	5%	8%	1%	5.7%	3%	-19%	9%	1%	1%
25	CN1C(=O)c2ccccc2C(C(=O)O)C1c1cccc(Cl)c1 (configuration not stated)	-15%	-16%	8%	0.3%	27%	-6%	6%	-1%	-14%
26	Cc1ccc(-c2cc(C(F)(F)F)c(C#N)c(SCC(=O)Nc3ccccc3F)n2)cc1	-11%	-15%	11%	?	29%	-19%	12%	-2%	-1%
27	O=C1c2cccc3cccc(c23)C(=O)N1CCN1CCN(CC(O)COCc2ccc(Cl)cc2)CC1 (configuration not stated)	-4%	?	-11%	0.4%	-10%	-20%	7%	9%	-10%
28	Cc1ccc(NC(=O)CN(C)C(=O)c2ccc(Br)o2)cc1	13%	-14%	-1%	1.9%	-7%	-6%	-8%	3%	-2%
29	O=C1c2ccccc2/C(=C\c2ccc(Br)s2)N1c1ccccc1	-6%	-25%	7%[57.1 µM]	/	16%[57.1 µM]	-29%	-15%	-10%	0%
30	O=C(N/N=C/c1ccc2c(c1)OCO2)c1cc(-c2ccc(F)cc2)nc2ccccc12	19%	-1%	11%	1.4%	4%	-25%	1%	?	-2%
31	C=CC(=O)NCc1ccc(-c2csnn2)cc1	-15%	8%	4%[57.1 µM]	1.3%	10%[57.1 µM]	2%	8%	0%	-1%
32	O=C(NCc1ccccc1)C1=C[C@@H](c2ccc(Br)cc2)C[C@@H](OCCCCO)O1	-8%	?	8%[57.1 µM]	-1.2%	0%[57.1 µM]	?	22%	-9%	4%
33	S=C1NCN(Cc2ccco2)CN1Cc1ccco1	-14%	?	9%	3.5%	18%	-21%	-3%	1%	3%
34	O=C(CN1CCN(S(=O)(=O)c2ccc(F)cc2)CC1)Nc1ccc(Cl)cn1	2%	-27%	0%	-1.2%	4%	-14%	-5%	3%	-7%
35	COc1ccc(-c2cc(C(=O)N3CCCC(C(F)(F)F)C3)c3ccccc3n2)cc1OC (configuration not stated)	7%	-7%	2%[57.1 µM]	9.3%	-2%[57.1 µM]	-11%	-9%	3%	-19%
36	N/C(=N\OC(=O)Oc1ccccc1)c1ccc(Br)cc1	-35%	53%[activator][57.4 µM]	-3%	2.9%	8%	-14%	5%	0%	-10%
37	NC(N)=NCCCc1cn(CC(=O)N2CCNCC2)nn1	20%	-17%	4%[57.1 µM]	-1.6%	6%	-4%	2%	1%	2%
38	COc1cc2c(cc1OC)n(CC(=O)c1cccc(Cl)c1)c(=O)n1nc(CCn3nc(C)cc3C)nc21	-9%	-25%	-9%[57.1 µM]	-1.8%	-6%[57.1 µM]	-5%	-7%	1%	4%
39	COc1cc(SC)ccc1C(=O)Nc1c(C)cccc1C	-12%	-15%	4%[57.1 µM]	0.1%	7%[57.1 µM]	-15%	6%	-1%	-31%
40	Cc1occc1-c1nnc(SCC(=O)N2CC(=O)Nc3ccccc32)n1CC(C)C	?	-4%	1%	0.2%	?	-4%	2%	0%	1%
41	CCOC(=O)C(=O)NNc1ccc(Cl)cc1	-13%	?	6%[57.1 µM]	2.4%	13%[57.1 µM]	-14%	9%	-13%	1%
42	Oc1ccc(-c2nc3ccccn3c2Nc2ccc3c(c2)OCCO3)cc1	7%	-20%	61%[activator]	12%	-14%	-21%	12%	-10%	-13%
43	COc1ccc(S(=O)(=O)N2CCCC2C(=O)NCc2cccs2)cc1 (configuration not stated)	15%	-3%	-15%	0.0%	-19%	5%	2%	-4%	0%
44	CN(Cc1nc2ccccc2[nH]1)C(=O)C1CCC(=O)N(C2CCCC2)C1 (configuration not stated)	-17%	11%	0%	1.0%	12%	-18%	7%	0%	7%
45	O=[N+]([O-])c1cccc(-c2n[nH]c(=S)n2Cc2ccccc2)c1	-28%	?	-5%	-1.3%	?	-3%	1%	3%	1%
46	CCN(CC)C(=O)C1=C(C)N(Cc2ccccc2)C(=O)C(CC(=O)NC2CCCC2)C1 (configuration not stated)	/	-1%	/	/	/	-17%	16%	-1%	-10%
